From PubChem
AmpC inh detg – inhibitors of E. coli AmpC beta-lactamase with detergent; P00811; AmpC hydrolysis of nitrocefin, absorbance 480 nm, 0.01% Triton; Potency, µM (titrated, usually from 114 µM), for inactives: top-dose activity change, negative = inhibition, hits mostly inhibitors; 370,000 compounds, 0.041% hits; AID 485294;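 also: potency is read from the fitted curve at half-maximal effect; 0% = no-compound wells and -100% = no-enzyme wells; nearly all actives have a fitted effect of over 25% in size; some results filed as inactive show a strong effect at the top dose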
Target sequence (P00811 whole entry, looked up): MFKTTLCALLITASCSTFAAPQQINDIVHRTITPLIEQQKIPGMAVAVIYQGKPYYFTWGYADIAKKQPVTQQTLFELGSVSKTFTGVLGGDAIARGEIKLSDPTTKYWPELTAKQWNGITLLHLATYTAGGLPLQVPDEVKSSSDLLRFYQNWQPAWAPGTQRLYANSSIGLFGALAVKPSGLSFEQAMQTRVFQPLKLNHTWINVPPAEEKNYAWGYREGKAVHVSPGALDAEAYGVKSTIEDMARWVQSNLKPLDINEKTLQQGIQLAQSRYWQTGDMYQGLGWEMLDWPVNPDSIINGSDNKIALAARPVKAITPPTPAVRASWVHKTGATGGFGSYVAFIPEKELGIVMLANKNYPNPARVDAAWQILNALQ
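AmpC (5.3 nM in the dispensed reagent) in 20 mM phosphate pH 7.0 with 0.01% (detergent screen) or 0.0001% Triton X-100 was preincubated with compounds for 15 min at room temperature. Nitrocefin was then added from an 800 uM solution, and hydrolysis was followed at 480 nm.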
HCMV inh – inhibitors of human cytomegalovirus; AID 1259415; activity change, negative = inhibition, % at 57.5 µM; HFF cells, HCMV-luciferase reporter, 72 h; hits give low values; 410,000 compounds, 4.5% hits; in the data active = activity change below about -60%; inconclusive = no clear call, values can overlap the other calls; inactive = above about -39%
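Two-dose cell screen: HFF monolayers treated with compounds and infected with luciferase-expressing HCMV at 1 PFU/cell, 72 h at 37C, then lysed for luciferase measurement.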
Tb PYK inh – inhibitors of Trypanosoma brucei pyruvate kinase | Q57TT1 | TbPYK enzyme, Kinase-Glo Plus ATP luminescence, 45 min | Potency, µM (titrated, usually from 76.8 µM), for the others: at the top dose activity, negative = inhibition, most hits filed as inhibitors | 410,000 compounds, 0.12% hits; also: potency is read from the fitted curve at half-maximal effect; nearly all actives have a fitted effect of over 50% in size
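Luminescent Kinase-Glo Plus end-point after 45 min room-temperature reaction of T. brucei pyruvate kinase started with 130 uM ADP (final). Buffer TEA 50 mM pH 7.2 with KCl, MgCl2, BSA, Tween-20; titration-based qHTS with fitted concentration-effect curves.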
AMA1-RON2 inh – AMA1-RON2 (P. falciparum) interaction inhibition. Potency, µM (doses to about 58.2 µM), for inactives: top-dose activity change, negative = inhibition, actives largely listed as inhibitors. 360,000 compounds, 0.2% hits. AlphaScreen AMA1-biotinylated RON2 peptide binding. AID 720542;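 also: potency is read from the fitted curve at half-maximal effect; 0% = vehicle wells and -100% = peptide control; nearly all actives have a fitted effect of over 45% in size; some results filed as inactive show a strong effect at the top dose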
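AMA1 (3D7) with his tag at 25 nM final met compounds first, then biotinylated RON2 peptide at 25 nM; detection used donor plus acceptor beads, 10 µg/mL apiece, read by AlphaScreen after 30 min at room temperature.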
AmpC no deterg – AmpC beta-lactamase inhibition without detergent; P00811; AmpC nitrocefin hydrolysis, absorbance 480 nm, 0.0001% Triton; Potency, µM (titrated, usually from 57.1 µM), inactives show top-dose activity change, negative = inhibition, usual class: inhibitors; 330,000 compounds, 0.52% hits; AID 485341;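 also: potency is read from the fitted curve at half-maximal effect; plate controls were no compound for no effect and no enzyme for full effect; nearly all actives have a fitted effect of over 20% in size; some results filed as inactive show a strong effect at the top dose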
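20 mM phosphate pH 7.0 + 0.01% (detergent screen) or 0.0001% Triton X-100; 5.3 nM AmpC reagent; cpd preinc 15 min RT; nitrocefin (800 uM stock) to start; A480 q20 s × 4 min; Activity was normalised to no-enzyme and no-compound control wells.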
LmPK inhibitor – LmPK (Leishmania mexicana) enzyme inhibition; Q27686; purified LmPK, Kinase-Glo ATP luminescence, 1 h; Potency, µM (top dose mostly 57.5 µM), without a hit: at the top dose activity change, negative = inhibition, actives largely listed as inhibitors; 290,000 compounds, 0.37% hits; AID 1721; also: potency is read from the fitted curve at half-maximal effect
Target sequence (Q27686 whole entry, looked up): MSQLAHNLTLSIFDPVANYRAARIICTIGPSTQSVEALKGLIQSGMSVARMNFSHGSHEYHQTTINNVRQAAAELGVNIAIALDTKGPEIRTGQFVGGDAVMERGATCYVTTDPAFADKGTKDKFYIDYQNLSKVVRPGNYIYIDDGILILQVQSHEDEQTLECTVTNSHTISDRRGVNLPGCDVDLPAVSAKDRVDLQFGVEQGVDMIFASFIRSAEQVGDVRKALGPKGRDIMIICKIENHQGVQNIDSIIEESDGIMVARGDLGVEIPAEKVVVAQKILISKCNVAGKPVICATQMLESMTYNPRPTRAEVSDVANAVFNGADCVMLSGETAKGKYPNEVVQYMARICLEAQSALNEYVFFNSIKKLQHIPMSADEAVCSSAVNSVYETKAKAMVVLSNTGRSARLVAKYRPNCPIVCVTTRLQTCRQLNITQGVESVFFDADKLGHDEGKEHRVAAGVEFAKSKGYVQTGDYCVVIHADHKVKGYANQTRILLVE
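Kinase-Glo luminescence read after 1 h RT reaction of 0.1 nM LmPK with 0.5 mM PEP and 0.1 mM ADP. Activity scaled between uninhibited and enzyme-free controls.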
Sm TGR inh – S. mansoni TGR enzyme inhibition | Q962Y6 | purified TGR, DTNB reduction, TNB absorbance 405 nm | Potency, µM (highest dose often 114 µM), inactives show top-dose activity change, negative = inhibition, usual class: inhibitors | 360,000 compounds, 3% hits | AID 485364; also: potency is read from the fitted curve at half-maximal effect; nearly all actives have a fitted effect of over 60% in size
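First, TGR (20 nM dispensed) and NADPH were mixed with compound. Second, a 15 min room-temperature incubation followed. Third, further NADPH and then DTNB were added to start the reaction. Finally, TNB absorbance was monitored kinetically.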
* marks the source's active call; other numbers are inactive results; ? = inconclusive; / = not tested or not shown; [ ] = remark or other dose. Unless noted, calls follow the shape of the dose curve; as a rule, active = well fitted curve in the direction sought with a large enough effect; inconclusive = small, poorly fitted or top-dose-only effect, or another doubt; inactive = no such curve, though single readings can be large; an effect the other way counts as inactive or inconclusive. Unless noted, % is scaled to controls: 0 for no effect and ±100 for the full control effect. This is a random part of the collection; 7.4% or so of the library scored in one or more.

1. Cc1ccccc1C(=O)OC1OC(=O)C(Cl)=C1N1CCOCC1 (centres undefined)
2. CCCCOc1ccc(NC(=O)Nc2nnc(C)s2)cc1
3. O=C(Cn1nc(-c2cccc([N+](=O)[O-])c2)c2ccccc2c1=O)Nc1cccnc1
4. COc1ccc(S(=O)(=O)N2CCC(O)(c3ccc(Cl)cc3)CC2)cc1
5. CNC(=O)c1cnn(-c2nc(-c3ccc(OC)cc3)cs2)c1C(F)(F)F

assay / entry	1	2	3	4	5
AmpC inh detg	4µM*	?	-6%	6%	-2%
HCMV inh	-23	124	-3	-17	50
Tb PYK inh	-1%	-9%	/	-5%	4%
AMA1-RON2 inh	0%	-1%	-3%	17%	0%
AmpC no deterg	2.8µM*	-48%	-17%	3%	-25%
LmPK inhibitor	-7%	8%	1%	6%	-1%
Sm TGR inh	-11%	7%	10%	4%	4%

6. CC(C)n1cc(/C=N/Nc2ccc(Cl)c(C(=O)O)c2)c2ccccc21
7. O=C(c1ccccc1F)N1CCN(C(=O)C(c2ccccc2)c2ccccc2)CC1
8. O=C(Cn1c2ccc(F)cc2c2nc3n(c(=O)c21)CCS3)Nc1ccc(Cl)cc1F
9. COc1ccc(-c2cc(C(=O)N3CCN(c4ccccc4)CC3)no2)cc1OC
10. CCOCCN(C(=O)c1ccccc1Cl)c1cccc(C)c1C

assay / entry	6	7	8	9	10
AmpC inh detg	-14%	-9%	2%	2%	1%
HCMV inh	/	8	?	9	8
Tb PYK inh	/	4%	-5%	0%	-9%
AMA1-RON2 inh	/	-3%	7%	-15%	-11%
AmpC no deterg	-30%	59%	-2%	94%[activator]	40%
LmPK inhibitor	-2%	3%	-1%	0%	3%
Sm TGR inh	-21%	-4%	-7%	-10%	14%

11. O=C(Nc1ccc(-c2csc(Nc3ccccc3)n2)cc1)c1ccccc1
12. COc1ccccc1NC(=O)C(C)OC(=O)c1ccc(-n2cnnn2)cc1 (centres undefined)
13. O=C(C[n+]1cc(Br)cc2ccccc21)c1ccc(Cl)cc1
14. CC1Cn2cc(C(=O)Nc3cccc(C(F)(F)F)c3)c(=O)c3c(Cl)ccc(c32)O1 (centres undefined)
15. O=C(c1cc([N+](=O)[O-])ccc1N1CCOCC1)N1CCN(S(=O)(=O)c2ccc(F)cc2)CC1

assay / entry	11	12	13	14	15
AmpC inh detg	?	0%	7%	19%	-21%
HCMV inh	-63*	-5	32	10	?
Tb PYK inh	1%	-6%	5%	2%	2%
AMA1-RON2 inh	11%	13%	-12%	/	-4%
AmpC no deterg	-49%	-19%	-30%	/	14%
LmPK inhibitor	-3%	/	0%	/	/
Sm TGR inh	-15%	0%	-6%	3%	-1%

16. O=C(OCC(=O)N1CCC(Cc2ccccc2)CC1)c1ccccc1F
17. COCCn1c(N)c(N(Cc2ccccc2)C(=O)c2ccc3ccccc3c2)c(=O)[nH]c1=O
18. O=C1CCCC(=O)C1=C1SCCS1
19. Cc1ccc(Sc2nc([N+](=O)[O-])nn2C)cc1
20. CCOc1cc(/C=C2\C(=O)N(CCC#N)N=C2C)ccc1OCC(N)=O

assay / entry	16	17	18	19	20
AmpC inh detg	6%	10%	-2%	-10%	-1%
HCMV inh	0	?	72	-32	-33
Tb PYK inh	-1%	-4%	-3%	-1%	-11%
AMA1-RON2 inh	7%	1%	4%	-5%	-5%
AmpC no deterg	2%	-2%	-17%	-16%	-8%
LmPK inhibitor	/	-7%	4%	2%	1%
Sm TGR inh	53%[activator]	-2%	-8%	-25%	14%

21. COc1ccc2sc(-c3ccccc3OC)c(-c3ccc(OC)c(F)c3)c2c1
22. CCN(CC)CCOCCOc1ccc(Cl)c2ccccc12
23. COC(=O)c1[nH]c2ccccc2c1CN1CCOCC1
24. NC(=O)Cn1c(=O)n(CCCCCC(=O)NCc2ccc3c(c2)OCO3)c(=O)c2sccc21
25. Cc1c(/C=N\NC(=O)c2c[nH]c3ccccc23)cnn1C

assay / entry	21	22	23	24	25
AmpC inh detg	10%	1%	?	22%	?
HCMV inh	0	-31	28	2	72
Tb PYK inh	0%	8%	-1%	-4%	1%
AMA1-RON2 inh	-2%	-7%	-2%	/	8%
AmpC no deterg	-26%	33%	-8%	/	-37%
LmPK inhibitor	/	-3%	9%	/	1%
Sm TGR inh	-9%	-1%	-2%	5%	2%

26. CCc1ccc(C2C(C#N)=C(N)N(N(C)C)C3=C2C(=O)CCC3)cc1 (centres undefined)
27. O=C(CSc1nc2sc3c(c2c(=O)[nH]1)CCC3)NCCO
28. CCc1nc2ccc(C(=O)NCCOc3ccc(OC)cc3)cn2c1N(C)Cc1ccc(N(C)C)cc1
29. CCN1C(=O)c2n[nH]c(C(=O)OC)c2C1=O
30. CCC(=O)NNC(=O)c1c(O)c2ccccc2[nH]c1=O

assay / entry	26	27	28	29	30
AmpC inh detg	-6%	4%	/	3%	-7%
HCMV inh	-10	3	-13	-25	-30
Tb PYK inh	6%	0%	3%	1%	-4%
AMA1-RON2 inh	9%	4%	?	-4%	-14%
AmpC no deterg	-17%	-19%	/	-6%	-14%
LmPK inhibitor	-5%	-6%	/	2%	0%
Sm TGR inh	4%	-12%	/	7%	-2%

31. O=C1/C(=C/c2ccccc2)SC(=S)N1N1C(=O)C2CC2C1=O (centres undefined)
32. NNc1nc(-c2ccccc2)nc(-c2ccccc2)c1Br
33. CCCn1c(N2CCN(C(=O)Nc3ccc(Cl)cc3)CC2)nc2ccccc21
34. COc1cc(/C=N/NC(=O)c2cc[n+]([O-])cc2)cc(OC)c1OC
35. CSc1ccccc1NC(=O)Cn1nc([N+](=O)[O-])c(Cl)c1C

assay / entry	31	32	33	34	35
AmpC inh detg	7%	/	8%	-2%	-3%
HCMV inh	-17	-39	-25	-9	-31
Tb PYK inh	6%	-5%	7%	-4%	?
AMA1-RON2 inh	45%[activator]	81%[activator]	-2%	18%	1%
AmpC no deterg	-30%	/	-19%	-11%	-20%
LmPK inhibitor	-2%	/	2%	-1%	5%
Sm TGR inh	-2%	/	3%	12%	-3%

36. Cc1cc(C)cc(N(C(=O)CCC(=O)Nc2cc(C)on2)C(C(=O)NC2CCCC2)c2ccco2)c1 (centres undefined)
37. CCCc1ccc(OCc2nc(-c3ccc(NC(=O)c4ccco4)cc3)no2)cc1
38. CC1CCCCC12NC(=O)N(CC(=O)Nc1ccc(N3CCCCC3)cc1)C2=O (centres undefined)
39. CCCCNC(=O)C1(C)CCN1C(=O)CSc1ccccc1 (centres undefined)
40. O=[N+]([O-])c1ccc(C=Nc2ccccc2)cc1

assay / entry	36	37	38	39	40
AmpC inh detg	3%	0%	1%	/	/
HCMV inh	-37	?	6	-4	7
Tb PYK inh	0%	4%	-11%	5%	-4%
AMA1-RON2 inh	10%	0%	3%	-5%	-16%
AmpC no deterg	32%	-30%	12%	/	/
LmPK inhibitor	0%	-15%	/	/	/
Sm TGR inh	/	14%	3%	/	/

41. O=C(COC(=O)C1C2CC3OC(=O)C1C3C2)Nc1ccc(Cl)cc1 (centres undefined)
42. Cc1nc2c3ccccc3nc(NNC(=O)CCC(=O)O)n2n1
43. O=C(CCCSc1nnc(SCCCC(=O)c2ccc(F)cc2)s1)c1ccc(F)cc1
44. CCCCCOC(=O)Nc1ccc(S(=O)(=O)Nc2cccc([N+](=O)[O-])c2)cc1
45. COc1ccc(C(=O)N2CCC(CCC(=O)Nc3cccc(C)c3)CC2)cc1

assay / entry	41	42	43	44	45
AmpC inh detg	8%	25%	-4%	-12%	-12%
HCMV inh	-7	6	-16	-31	18
Tb PYK inh	0%	5%	-3%	4%	3%
AMA1-RON2 inh	-5%	/	53%[activator]	0%	-2%
AmpC no deterg	-18%	/	-3%	-47%	44%
LmPK inhibitor	0%	/	-3%	1%	-3%
Sm TGR inh	-2%	7%	9%	-7%	4%

46. O=C(CCNS(=O)(=O)c1ccccc1)OCc1nc2ccsc2c(=O)[nH]1
47. Cc1cc(NC(=O)CCN2CCN(CCO)CC2)ccc1Br
48. O=C(CSc1nnc(-c2ccccc2F)o1)N1CCc2ccccc21
49. Cc1cccc(NC(=O)CNC(=O)CN2C(=O)NC3(CCCc4ccccc43)C2=O)c1C (centres undefined)
50. CC(=O)c1ccc(N2CCN(c3ncnc4c3nc3n4CCCC3)CC2)cc1

assay / entry	46	47	48	49	50
AmpC inh detg	-7%	3%	17%	3%	12%
HCMV inh	3	12	9	29	-86*
Tb PYK inh	5%	1%	-7%	-18%	-4%
AMA1-RON2 inh	11%	-3%	/	13%	/
AmpC no deterg	-17%	-18%	/	-27%	/
LmPK inhibitor	/	-3%	/	/	/
Sm TGR inh	-9%	-43%	-1%	-2%	3%

51. COc1ccc(OC)c(NC(=O)COC(=O)c2nc(Cl)ccc2Cl)c1
52. COc1ccc(CC(N)c2csc(NC(=O)Nc3ccccc3-c3ccccc3)n2)cc1 (centres undefined)
53. Cc1cc(C(=O)NN)c(C)o1
54. CCOc1ccccc1/C=C(\C(=O)O)c1ccc(S(=O)(=O)N2CCCCC2)s1
55. CCCCNc1nc2ccccc2nc1NS(=O)(=O)c1cccs1

assay / entry	51	52	53	54	55
AmpC inh detg	-2%	/	5%	/	?
HCMV inh	-8	9	-2	5	3
Tb PYK inh	1%	-1%	1%	-2%	5%
AMA1-RON2 inh	-7%	70%[activator]	47%[activator]	38%[activator]	64%[activator]
AmpC no deterg	13%[2.29 µM]	/	-34%	-25%	-30%
LmPK inhibitor	1%	/	-1%	/	2%
Sm TGR inh	4%	/	0%	/	-33%
